ASAP1 GAP inh: blocks human ASAP1-stimulated Arf1 GTP hydrolysis | Q9ULH1 | GDP FP detection | inhibition, % at 16.5 µM | 0.19% of 360,000 active | AID 624377; in the data active = inhibition above about 25%;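 note: 0% = vehicle with enzyme and substrate and 100% = no enzyme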
Tn7 DDE FP: disrupts Tn7 cyclic peptide binding to fibrin D-Dimer-E complex. P02675. 0.13% of 370,000 active. inhibition, % at 8.3 µM. FP displacement of FITC-Tn7 peptide from fibrin DD(E); 0% = median of compound wells per plate. AID 720508;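 active = inhibition above the mean of compounds falling within the control limits plus 3 SD of them, cut at about 14% in these data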;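 note: 0% = plate median of compound wells and 100% = 10 µM Aha-Tn7 peptide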
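Measure: % inhibition scaled between sample-field median and high-control FP; Test system: human fibrin DD(E); Quantity: 2 µM final DD(E) protein; Doses: one dose, 8.3 µM nominal; Schedule: compound with protein 10 min, then 3 h after probe, room temperature; Detection: fluorescence polarization; Medium: Tris buffer with calcium and detergent, pH 7.8.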
PLCb3 inh: PLC-beta3 (human) inhibition, primary screen. Q01970. Purified PLC-beta3, fluorogenic substrate, fluorescence. inhibition, % at 12.2 µM. 0.18% of 370,000 active. AID 720704; in the data active = inhibition above about 11%;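 note: 0% = median of compound wells on plate and 100% = full blocker control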
MBD2 inh: inhibitors of human MBD2 binding to methylated oligonucleotide; Q9UBB5; TR-FRET; inhibition, % at 4.4 µM; 0.31% of 370,000 active; AID 686964; in the data active = inhibition above about 13%
DDE Tn6 FP inh: DD(E)-Tn6 binding inhibition, primary FP screen | inhibition, % at 8.3 µM | Fibrin DD(E) TRITC-Tn6 fluorescence polarization displacement | 0.21% of 370,000 active | AID 720509;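 active = inhibition above a per-campaign cutoff: mean of compounds within control limits plus 3 SD, cut at about 15% in these data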;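 note: 0% = median of all compound wells on the plate and 100% = blocking peptide control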
ADAM17 inh: ADAM17 inhibition, QFRET primary screen; inhibition, % at 6.95 µM; recombinant ADAM17, EDANS/DABCYL FRET peptide cleavage; AID 720648; 0.83% of 370,000 active; P78536;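 active = inhibition above the mean of compounds lying between control limits plus 3 SD, set per campaign, cut at about 8.5% in these data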;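 note: 0% = DMSO-only wells as the low control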
ARFGAP1 inh: inhibitors of rat ARFGAP1 | Arfgap1-stimulated ARF1 GTP hydrolysis, GDP FP detection | inhibition, % at 16.5 µM | 0.26% of 360,000 active | AID 651572;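 active = inhibition above a per-plate limit, mean inhibition of low control wells plus 3 SD, cut at about 25% in these data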;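 note: 0% = DMSO wells with enzyme and 100% = wells lacking Arfgap1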
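Replicates: Single well per compound | Assay system: Truncated rat Arfgap1 GAP domain | Control set: No-Arfgap1 wells (100%) versus DMSO full-reaction wells (0%) | Times: Enzyme reaction 120 min at 25 °C after 20 min preincubation | Reagent: Human ARF1(Δ1-17)-GTP substrate | Measured by: Tracer-displacement fluorescence polarization with EDTA stop, 620/688 nm | Measure: Percent inhibition of Arfgap1-stimulated GTP hydrolysis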
PLCg1 inh: PLC-gamma1 (human) inhibition, primary screen; P19174; purified PLC-gamma1, fluorogenic substrate, fluorescence; inhibition, % at 12.2 µM; 0.84% of 370,000 active; AID 720700; in the data active = inhibition above about 9.5%
KLK7 zymogen act: proKLK7 (human) activation, primary screen. purified proKLK7, EDANS-DABCYL substrate fluorescence; 100% is mature enzyme control, 0% vehicle. AID 652039. activation, % at 7 µM. P49862. 0.9% of 370,000 active;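 active = activation above the mean of all tested compounds plus 3 SD, computed per campaign excluding outliers beyond control limits, cut at about 13% in these data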
Target sequence (P49862 whole entry, looked up): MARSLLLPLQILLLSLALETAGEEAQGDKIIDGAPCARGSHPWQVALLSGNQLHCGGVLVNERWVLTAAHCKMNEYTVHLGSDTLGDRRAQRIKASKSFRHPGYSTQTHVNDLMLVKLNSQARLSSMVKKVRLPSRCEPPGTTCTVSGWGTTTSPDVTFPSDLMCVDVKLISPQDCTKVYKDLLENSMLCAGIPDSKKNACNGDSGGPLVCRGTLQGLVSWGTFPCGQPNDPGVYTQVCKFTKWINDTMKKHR
UHRF1 MBD2 ctr: blocks human UHRF1 binding to methylated DNA | UHRF1 binding to methylated oligo, TR-FRET | inhibition, % at 4.4 µM | 0.75% of 370,000 active; in the data active = inhibition above about 21%;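 note: UHRF1 SRA domain binding a hemimethylated CpG hairpin DNA probe; 0% = median of test compound wells and 100% = reference inhibitor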
Target sequence (Q96T88 whole entry, looked up, the tested form may be a part): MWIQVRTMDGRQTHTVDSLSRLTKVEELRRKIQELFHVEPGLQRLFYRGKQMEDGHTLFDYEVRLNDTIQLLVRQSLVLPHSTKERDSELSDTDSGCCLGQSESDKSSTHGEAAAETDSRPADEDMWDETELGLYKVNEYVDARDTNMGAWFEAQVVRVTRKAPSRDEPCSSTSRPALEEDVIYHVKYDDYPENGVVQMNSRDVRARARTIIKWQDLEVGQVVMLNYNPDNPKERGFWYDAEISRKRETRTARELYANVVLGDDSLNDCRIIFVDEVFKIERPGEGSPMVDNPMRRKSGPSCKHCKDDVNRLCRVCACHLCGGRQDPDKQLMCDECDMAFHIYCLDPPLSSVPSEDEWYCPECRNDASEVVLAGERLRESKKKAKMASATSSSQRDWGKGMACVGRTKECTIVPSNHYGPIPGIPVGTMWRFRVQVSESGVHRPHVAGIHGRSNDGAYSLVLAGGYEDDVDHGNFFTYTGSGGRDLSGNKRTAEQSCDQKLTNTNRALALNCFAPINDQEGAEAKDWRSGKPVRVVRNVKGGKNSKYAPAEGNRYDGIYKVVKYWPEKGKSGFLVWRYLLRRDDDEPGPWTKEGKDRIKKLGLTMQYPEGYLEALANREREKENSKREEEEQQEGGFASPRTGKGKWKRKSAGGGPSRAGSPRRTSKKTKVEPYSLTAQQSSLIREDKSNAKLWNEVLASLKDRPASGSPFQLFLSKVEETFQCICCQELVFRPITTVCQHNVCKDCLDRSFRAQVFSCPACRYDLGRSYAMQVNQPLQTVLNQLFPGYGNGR
Starred values were filed as active, the others as inactive; & = joins results of further samples.

ARFGAP1 inh	PLCb3 inh	Tn7 DDE FP	ASAP1 GAP inh	KLK7 zymogen act	MBD2 inh	ADAM17 inh	DDE Tn6 FP inh	PLCg1 inh	UHRF1 MBD2 ctr	smiles
9.4	0.6	0.5	16.9	-0.3	-0.6	5.1	4.6	-0.6	-1.4	CCC(C(=O)OCn1nnc2ccccc2c1=O)c1ccccc1 (stereo unspecified)
12.0	-5.4	-3.1	-6.8	-0.5	4.3	-3.0	-5.4	-4.3	2.8	COc1cccc(CSCC(=O)NCCc2ccccc2)c1OC
-4.6	1.0	3.4	-2.9	-0.4	-0.8	-0.6	8.9	1.7	0.0	Cn1cc([N+](=O)[O-])c(C(=O)N/N=C\c2c[nH]c3ccccc23)n1
2.2	0.2	-6.9	0.5	-0.1	0.6	0.7	-0.4	-1.5	1.1	Cc1ccc(S(=O)(=O)NN=C2C3CC4CC(C3)CC2C4)cc1[N+](=O)[O-]
10.0	3.5	-4.9	16.6	-0.2	-5.9	2.6	-0.5	2.2	2.6	O=C(OCC(=O)N1CCOCC1)c1ccc2c(c1)OCCO2
-4.2&-10.1	1.1&1.4	9.7&6.0	3.7&10.5	-0.1&0.1	-0.2&-6.3	-5.4&0.4	-0.7&9.2	-2.6&1.1	1.8&-0.2	COC(=O)Cc1csc(N)n1
-1.1	-3.0	-1.6	3.7	-0.7	4.0	-1.3	-2.0	3.3	-0.8	CS(=O)(=O)Cc1ccc(C(=O)NC(c2ccccc2)c2ccccc2)cc1
5.3	-5.2	-9.7	7.9	0.3	4.8	-1.7	4.1	1.9	3.2	COCCn1c(-c2ccc(OC)cc2)cnc1SCC(=O)Nc1ccc(OC)cc1OC
6.5	-1.5	6.8	20.0	0.3	11.9	-4.4	-0.8	0.3	14.0	COc1ccc(CONS(=O)(=O)c2ccc(NC(C)=O)cc2)cc1Cl
6.0	-9.5	2.2	1.6	-0.8	-3.9	-3.6	-6.3	-1.3	-0.6	COCCNc1nc(NCC2CCCCC2)c2sc(-c3ccccc3)cc2n1
-8.2	-9.1	6.1	-20.9	-0.2	2.5	0.4	-0.6	-2.1	0.0	Cc1ccccc1CCNC(=O)Cn1nc(C)c2c(C)n(-c3ccccc3)nc2c1=O
4.7	-8.0	6.4	-3.5	0.0	1.9	-7.3	-9.0	-6.5	-2.5	COc1ccc(OC)c(C2=NOC(C(=O)N3CCCc4ccccc43)C2)c1 (stereo unspecified)
0.5	0.8	4.1	-2.1	-0.4	1.1	-1.7	-4.5	1.5	-3.6	O=C(NC1CCCC1)C(C1CC1)n1c(C2CCCC2)nc2ccccc21 (stereo unspecified)
7.6	-9.8	0.7	10.7	0.4	1.7	-3.3	2.0	-1.9	1.0	COc1ccc(N(CC(=O)N/N=C(\C)CCc2ccccc2)S(=O)(=O)c2ccc(C)cc2)cc1
-2.6	-6.7	5.6	8.8	-0.3	-1.7	-2.6	2.3	-1.1	0.7	COc1ccc(Oc2ccc(C(F)(F)F)cc2NC(=O)c2ccc(C)cc2)cc1
-9.1	-4.7	3.8	-5.6	0.4	-5.4	3.8	4.5	2.1	1.4	O=C(O)C1CC=CCC1C(=O)Nc1ccc(S(=O)(=O)N2CCCc3ccccc32)cc1 (stereo unspecified)
0.9	-1.4	3.4	4.4	0.3	2.4	6.8	2.1	-5.9	-4.3	S=c1[nH]nc(COc2cccc(Cl)c2)n1Cc1ccccc1
5.1	-2.6	-4.5	-3.0	-0.5	-6.0	-0.9	3.4	-1.0	-0.6	CCOC(=O)CSc1nnc(NCC(=O)OC)c(=O)[nH]1
10.1	1.7	-3.8	8.7	0.6	9.1	-4.3	-5.7	-0.1	3.8	O=C(O)CCC(NS(=O)(=O)c1ccc(-c2ccccc2)cc1)C(=O)O (stereo unspecified)
5.5	0.8	-8.9	17.2	-0.5	-3.2	-2.8	2.3	-2.5	7.8	O=S1(=O)CC(N2CCN(CCO)CC2)CN1Cc1cn(Cc2ccccc2C(F)(F)F)nn1 (stereo unspecified)
8.5	-12.2	1.3	-9.3	0.3	5.2	1.1	-6.3	-8.2	2.6	CCC(=C(c1ccc(OC)cc1)c1ccc(OC)cc1)c1cn(CC(O)CN2CCN(C)CC2)c2ccccc12 (stereo unspecified)
16.1	3.7	-5.4	-11.6	0.2	1.8	-1.2	-0.7	0.5	-0.2	Cc1ccc(F)c(S(=O)(=O)NC(=O)C2(C)CCN2C(=O)c2ccco2)c1 (stereo unspecified)
5.9	2.9	-8.5	13.4	0.7	-0.5	-2.9	0.3	1.9	-0.2	COCC(C)n1c(SCC(=O)N2CCCCC2)nc2ccccc2c1=O (stereo unspecified)
1.3	-4.6	3.1	-3.6	-0.5	3.7	-0.1	7.4	0.1	1.3	CCOC(=O)CSc1nc2c([nH]c3ccccc32)c(=O)n1C
-5.2	-7.5	2.1	11.2	0.9	-6.2	-8.5	-5.2	1.5	-1.6	Cc1cc(C)c(C)c(S(=O)(=O)N2CCN(C(=O)CCC(=O)N3CCOCC3)CC2)c1C
18.8	0.2	-1.7	10.3	-0.2	1.0	-5.2	-7.5	2.5	1.6	O=C1CCC(=O)N1CNc1ccccn1
-2.7	0.0	-1.5	-4.5	-0.3	-3.5	-2.9	-4.2	-0.9	4.0	COc1ccccc1N1CCN(CC(O)COc2ccc3c(c2)CCC3)CC1 (stereo unspecified)
-1.4	-0.2	2.5	4.0	0.4	-1.2	-0.8	2.1	-2.1	-2.0	CCC1COCCS(=O)(=O)N1Cc1ccc(Cl)cc1 (stereo unspecified)
1.4	-22.0	3.4	-10.0	0.3	-1.3	-8.2	-1.1	-18.6	-1.5	COc1ccc(NC2=CC(=O)CC(C)(C)C2)cc1OC
4.4	-1.5	-3.3	5.0	-0.3	-1.3	-5.6	-2.0	-1.8	0.9	COc1ccccc1-c1ccc2c(c1)O[C@@H](CN(C)C(=O)c1ccncc1)[C@H](C)CN([C@@H](C)CO)S2(=O)=O

Four entries out of the list, ordered by length of the SMILES, falling:
ARFGAP1 inh	PLCb3 inh	Tn7 DDE FP	ASAP1 GAP inh	KLK7 zymogen act	MBD2 inh	ADAM17 inh	DDE Tn6 FP inh	PLCg1 inh	UHRF1 MBD2 ctr	smiles
-9.1	-4.7	3.8	-5.6	0.4	-5.4	3.8	4.5	2.1	1.4	O=C(O)C1CC=CCC1C(=O)Nc1ccc(S(=O)(=O)N2CCCc3ccccc32)cc1 (stereo unspecified)
16.1	3.7	-5.4	-11.6	0.2	1.8	-1.2	-0.7	0.5	-0.2	Cc1ccc(F)c(S(=O)(=O)NC(=O)C2(C)CCN2C(=O)c2ccco2)c1 (stereo unspecified)
5.1	-2.6	-4.5	-3.0	-0.5	-6.0	-0.9	3.4	-1.0	-0.6	CCOC(=O)CSc1nnc(NCC(=O)OC)c(=O)[nH]1
18.8	0.2	-1.7	10.3	-0.2	1.0	-5.2	-7.5	2.5	1.6	O=C1CCC(=O)N1CNc1ccccn1

The list goes on:
ARFGAP1 inh	PLCb3 inh	Tn7 DDE FP	ASAP1 GAP inh	KLK7 zymogen act	MBD2 inh	ADAM17 inh	DDE Tn6 FP inh	PLCg1 inh	UHRF1 MBD2 ctr	smiles
-8.1	1.6	-4.3	-4.6	-0.1	2.4	0.1	5.6	0.7	0.1	O=C(Nc1nncs1)c1ccc(S(=O)(=O)c2ccccc2)cc1
-6.4	-5.2	9.4	-0.8	0.6	5.6	-6.0	1.9	-1.6	1.0	COC(=O)c1cc(N=Nc2c(C)[nH]c3ccccc23)cc(C(=O)OC)c1
3.9	-3.5	-4.5	2.2	-0.3	1.0	-1.1	7.2	3.1	-1.4	COc1ccc(NC(=O)c2sccc2C)cn1
5.8	-107.6	-8.8	7.9	0.2	-5.5	1.3	3.8	-77.6	-7.7	COc1ccc(/C=N/Nc2cn[nH]c(=O)c2Cl)cc1
2.5	-5.3	4.8	-2.8	-0.5	0.4	8.5	-5.7	-6.3	-0.3	CCCCC[C@H](C)N1C[C@@H](COCc2ccccc2)Oc2cc(N3CCC[C@H]3CO)ccc2S1(=O)=O
9.5	-2.4	8.1	6.9	0.3	0.6	-0.1	2.9	0.5	1.2	CCOc1ccc(/C=N/NC(=O)Cn2ccnc2C)cc1
2.2	-0.6	-3.4	-18.3	0.6	-3.8	-3.7	-1.9	-1.4	-0.3	Cc1cnc(=O)[nH]c1SCc1ccccc1F
13.3	0.2	-2.8	-0.4	0.2	-0.4	0.0	2.1	1.7	-2.1	CC(C)(C)OC(=O)N/N=C\c1ccc[nH]1
-2.2	-7.4	-5.2	2.6	0.2	2.5	3.9	-5.1	-1.6	-1.1	Cc1ccc2c(CC(=O)Nc3sccc3C(N)=O)coc2c1
9.4	-4.8	0.0	-8.7	-0.9	-5.3	-0.1	-5.6	0.0	-0.2	CC(C)(C)C(=O)NC(=O)Nc1ccccc1C(F)(F)F
4.3	-132.9	0.4	-1.0	-0.3	3.0	-30.7	6.3	-96.9	0.2	Cc1nc(Nc2cccc(F)c2)c2oc3ccccc3c2n1
1.2	-0.3	1.5	-8.3	0.6	-1.2	-2.7	5.7	-0.3	0.9	CC1(C)O[C@@H]2C[C@H]3[C@@H]4CCC5=CC(=O)CC[C@]5(C)[C@@]4(F)[C@@H](O)C[C@]3(C)[C@]2(C(=O)CCl)O1
-5.3	-2.5	5.7	-9.5	0.2	1.7	-3.6	4.4	-1.5	-2.5	Cc1cc(C)c(S(=O)(=O)N2CCc3ccccc32)c(C)c1
3.3	7.3	2.3	-3.2	-0.6	2.3	3.0	-4.8	7.6	4.6	COc1ccc(C2(CNC(C)=O)CCCC2)cc1OC
11.9	-62.5	-0.8	-5.7	-3.8	3.2	-7.6	-3.2	-40.0	-0.9	CC1CCN(C(=O)c2cc3nc(-c4ccccc4)cc(-c4ccccc4)n3n2)CC1
2.5	0.3	4.2	-16.9	-0.2	-1.9	-2.1	-4.5	5.2	1.3	COc1ccc(C(=O)NCCSCc2ccco2)cc1OC
-0.6	-7.4	-1.1	-8.0	-0.1	0.1	-4.1	1.4	-8.0	-1.3	Cc1cc(C)c2nc(SCC(=O)Nc3ccccc3N3CCOCC3)c(C#N)cc2c1
12.7	1.0	1.2	-2.4	-0.3	-2.4	2.2	11.8	4.3	-0.5	Oc1oc(-c2ccccc2)nc1/C=N/c1nccs1
-11.1	1.9	2.6	-13.7	-0.5	-1.9	-0.5	4.7	0.7	-0.4	CCCS(=O)(=O)NC(=O)C1(C)CCCN(C(=O)COCc2ccccc2)C1 (stereo unspecified)
14.9	-35.0	5.5	-18.5	-0.1	0.6	-10.7	-5.5	-18.4	-0.5	Cc1ccc(CNC(=O)CSc2nc3ccsc3c(=O)n2Cc2ccccn2)cc1
10.6	-1.6	10.4	-13.9	-2.4	5.7	-2.3	-2.2	-0.2	1.2	O=C(NCCCN1CCOCC1)c1ccc(CNS(=O)(=O)c2ccc(F)cc2)cc1
-1.9	0.0	4.0	9.0	-0.4	2.8	-1.8	-3.2	-8.7	-2.3	COc1ccccc1CN1C[C@@H]2C[C@@H](c3cccc(C)c3)N3CCC[C@@]23C1=O
13.1	-38.7	-8.6	11.3	2.8	-2.9	-41.3	4.5	-27.5	-0.9	CC1(C)Oc2ccc3ccc(=O)oc3c2-c2cnoc21
-0.4	-6.3	-2.4	-0.5	-0.4	7.3	1.7	6.8	4.0	-1.8	CC1CCc2c(sc(NC(=O)C3CCCO3)c2C#N)C1 (stereo unspecified)
